# TNAP activation fold: stimulation of alkaline phosphatase TNAP activity – biochemical, luminescent, no phosphate acceptor, uHTS, primary screen (AID 1001) | purified TNAP, luminescent activation assay, no phosphate acceptor; higher activation fold means a stronger effect | activation fold at 20 µM, or EC50 in µM where a hit was titrated | 200,000 compounds, 0.03% hits; in the data active = activation fold from about 3, or a potency from the dose series; inactive = the rest, 99 in 100 with activation fold below about 1.6; also: many of its hits are not listed in these tables
# XIAP antagonists: small molecules displacing peptide from XIAP – biochemical, IAP family, fluorescence polarization (AID 1018) | XIAP BIR domain, fluorescence polarization peptide displacement; higher % means a stronger effect | one-dose displacement, % at 20 µM; IC50 in µM for titrated hits | 200,000 compounds, 0.007% hits; in the data active = displacement above about 50%; also: a part of the inactive calls stands beside numbers as strong as those of hits
# KOR beta-arrestin-1: KOR antagonists, beta-arrestin recruitment, cell-based, luminescence, uHTS (AID 1778); one-dose inhibition, % at 10 µM; IC50 in µM for titrated hits; KOR beta-arrestin recruitment, luminescence, antagonist mode; higher % means a stronger effect; 290,000 compounds, 0.091% hits; also: strong numbers were not always called active
# LYP phosphatase: inhibitors of LYP phosphatase, biochemical, fluorescence intensity, uHTS (AID 1779); recombinant LYP phosphatase, fluorescence intensity; higher % means a stronger effect; one-dose inhibition, % at 11.5 µM; IC50 in µM for titrated hits; 290,000 compounds, 0.054% hits;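 also: plate controls were vehicle with enzyme for no effect and no enzyme for full effect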
# NOD2 inhibition: inhibition of NOD2-driven NF-kB reporter – cell-based, luminescence, uHTS, HEK293 (AID 1566); HEK293 NOD2/NF-kB luciferase reporter, luminescence; higher % means a stronger effect; inhibition, % at 4 µM; hits with a dose series show EC50 in µM; 290,000 compounds, 0.63% hits; also: many of its hits are not listed in these tables
# PMI inhibitors: MPI enzyme activity inhibition – biochemical, fluorescence intensity, coupled assay, primary screen (AID 1209). inhibition, % at 20 µM, or IC50 in µM where a hit was titrated. 190,000 compounds, 0.42% hits. purified PMI enzyme, coupled fluorescence intensity; higher % means a stronger effect;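 also: plate controls were DMSO vehicle for no effect and wells lacking substrate for full effect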
# PMI inhibition: MPI inhibition at elevated mannose 6-phosphate – biochemical, fluorescence intensity, high mannose 6-phosphate, primary screen (AID 1220); recombinant PMI enzyme, coupled fluorescence intensity; higher % means a stronger effect; inhibition, % at 20 µM; hits with a dose series show IC50 in µM; 190,000 compounds, 0.66% hits
# NOD1 NF-kB reporter: NOD1 signaling inhibitors, primary screen, cell-based, luminescence, uHTS (AID 1578). NOD1-driven NF-kB luciferase reporter cells, luminescence; higher % means a stronger effect. inhibition, % at 4 µM; hits with a dose series show EC50 in µM. 290,000 compounds, 1% hits; in the data active = inhibition mostly above about 36%, no sharp cut-off; inactive = mostly below about 34%;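 also: HEK-293T reporter cells stimulated with the NOD1 agonist gamma-tri-DAP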
# KOR beta-arrestin-2: KOR agonists, beta-arrestin recruitment, primary screen, cell-based, luminescence, uHTS (AID 1777); KOR beta-arrestin recruitment, luminescence; higher % means a stronger effect; one-dose activation, % at 10 µM; EC50 in µM for titrated hits; 280,000 compounds, 0.02% hits; in the data active = activation above about 50%, passing the limit was not always enough; also: a part of the inactive calls stands beside numbers as strong as those of hits
# Numbers without * were called inactive; x = no result given; [ ] = dose if it differs, or a comment. Rule as the data show it, unless noted: active = inhibition above about 50%; inactive = the rest.
TNAP activation fold	LYP phosphatase	SMILES	KOR beta-arrestin-2	PMI inhibition	NOD2 inhibition	XIAP antagonists	NOD1 NF-kB reporter	PMI inhibitors	KOR beta-arrestin-1
1.1	-8%	Cc1ccc(N(Cc2ccco2)C(=O)c2cccc(S(=O)(=O)N(C)C)c2)cc1	-5.6%	1%	17%	-2.3%	-1%	4%	34%
1	-6%	Cc1ccc(F)cc1NCC(=O)Nc1ccc(Cl)cc1F	0.0%	-10%	6%	4.6%	-11%	0%	-7%
1.1	-3%	O=C(CSc1nc2ccccc2[nH]1)N1CCCCC1	1.6%	10%	-38%	-1.4%	-30%	14%	-31%
1.2	8%	O=C(COc1ccc(Br)cc1)Nc1cc(S(=O)(=O)N2CCCCC2)ccc1N1CCCCC1	-3.0%	5%	-26%	-2.2%	-6%	2%	x
x	6%	CC(NC(=S)NNS(=O)(=O)c1ccc(C(C)(C)C)cc1)c1ccccc1 (configuration not stated)	5.4%	x	4%	x	-11%	x	-4%
x	-4%	CCCN(CCC)C(=O)CC(c1ccccc1)c1ccco1 (configuration not stated)	2.7%	x	-14%	x	12%	x	2%
0.9	-11%	Cc1ccccc1OCC(O)CN1CCN(CCN2C(=O)c3cccc4cccc(c34)C2=O)CC1 (configuration not stated)	-2.5%	-22%	-1%	-5.5%	-29%	-26%	16%
1	-4%	Cc1c(CCC(=O)O)c(=O)oc2cc3occ(-c4ccc(F)cc4)c3cc12	-3.0%	8%	18%	4.2%	40%	7%	17%
1.1	-7%	COc1cc(C(=O)NCc2cn3cccc(C)c3n2)cc(OC)c1OC	-0.6%	9%	13%	-2.6%	-15%	12%	-17%
1.1	-8%	Cc1ccc(Oc2nn[nH]n2)cc1	1.7%	-1%	15%	-0.8%	11%	1%	-23%
1.1	3%	O=C(CSCc1ccc(Cl)c(Cl)c1)Nc1c[nH]c(=O)[nH]c1=O	2.0%	-4%	-4%	-4.6%	-29%	-3%	34%
1.1	-6%	Cc1cc(C)nc(SC(C)CNS(=O)(=O)c2ccccc2)n1 (configuration not stated)	-2.2%	2%	7%	-4.2%	-23%	2%	-3%
1.1	-1%	COc1ccc(NC(=O)CSc2nc3c(c(=O)n2-c2ccccc2OC)SCC3)cc1	-3.8%	3%	22%	-5.6%	8%	9%	-37%
1	-6%	Cc1ccc(N2C(=O)c3ccccc3C2Nc2ccc(S(=O)(=O)N3CCOCC3)cc2)nc1 (configuration not stated)	7.5%	6%	-17%	-13%	-15%	7%	-12%
1.1	-5%	COc1cccc(C(=O)Nc2ccc(N3CCN(S(C)(=O)=O)CC3)cc2)c1	5.7%	1%	-17%	-1.7%	-29%	3%	-5%
1.1	-10%	O=S(=O)(Cc1ccccc1)Nc1ccc(S(=O)(=O)NCC2CCCO2)cc1 (configuration not stated)	-0.8%	1%	15%	-1.6%	-14%	4%	25%
x	-9%	COc1ccc(C2=NS(=O)(=O)N(C)C(C(=O)NC3CCCCC3)=C2)cc1	-4.1%	x	0%	x	-24%	x	-46%[20 µM]
x	-4%	COc1cc(NC(=O)c2cc(C)no2)cc(OC)c1OC	-3.4%	x	10%	x	0%	x	-7%
1.1	-12%	NC(=O)CC1SC(N)=NC1=O (configuration not stated)	-2.3%	-7%	14%	-0.2%	-1%	-5%	16%
1	4%	Nc1cc(OC(=O)c2cccs2)nn1S(=O)(=O)c1ccccc1	1.5%	12%	1%	-0.1%	-16%	8%	-15%
1	0%	CC(=O)Nc1ccc(N(CC(O)Cn2c3ccccc3c3ccccc32)S(=O)(=O)c2ccc(C)cc2)cc1 (configuration not stated)	9.2%	-1%	-5%	-8.0%	-26%	3%	14%
x	-9%	COC(=O)c1ccc(C2/C(=C(\O)c3ccc4c(c3)OCCO4)C(=O)C(=O)N2c2nnc(C)s2)cc1 (configuration not stated)	-4.4%	x	5%	x	-20%	x	8%
1.1	4%	Cc1ccc(NC(=O)c2c3c(nc4ccccc24)CCC3)cc1S(=O)(=O)N(C)C	1.9%	1%	9%	-4.3%	-3%	-33%	-34%
1.2	1%	O=C(N=NC(=O)c1ccco1)c1ccc2c(O)n(N3C(=O)c4ccccc4C3=O)c(O)c2c1	2.4%	-19%	4%	-2.5%	-27%	-19%	33%
1.2	-6%	O=C(COc1nncc2ccccc12)Nc1ccc(Br)cc1F	-8.2%	0%	12%	-4.0%	-12%	-3%	-82%
x	-6%	O=C(Cn1cc(/C=C\[N+](=O)[O-])c2ccccc21)Nc1ccccc1	-3.4%	x	2%	x	-4%	x	24%
1.1	-6%	Cc1nc2cc(CO)ccc2s1	-1.3%	7%	-12%	-2.1%	20%	16%	x
1.1	-3%	CCOC(=O)N1CCN(c2ccc(N3C(=O)CCCC3=O)cc2[N+](=O)[O-])CC1	2.4%	0%	8%	-4.3%	-18%	-2%	-23%
x	-4%	CS(=O)(=O)Cc1cccc(C(=O)NC2CCSc3ccccc32)c1 (configuration not stated)	-2.6%	x	-10%	x	-36%	x	8%
1.2	-2%	CCN(c1ccc(NC(=O)COC(=O)c2cccs2)cc1)C(C)C	-0.3%	-2%	4%	-2.5%	-18%	1%	-5%
1.2	1%	C=CCN1C(=O)C(Cc2cccc(Cl)c2)SC1=Nc1ccc(C(=O)O)cc1 (configuration not stated)	-3.8%	1%	-10%	-4.1%	-12%	-12%	-4%
1.1	6%	CCOc1ccccc1-c1nc(-c2ccc(NC(=O)Cc3ccccc3OC)cc2)no1	-0.3%	17%	6%	-7.6%	-20%	16%	23%
1	-8%	COc1cc(NC(=O)Cn2nc(-c3ccc(F)cc3)ccc2=O)ccc1-n1cnnn1	-4.7%	-3%	14%	-6.6%	-18%	-1%	19%
x	-4%	CC(C)C[C@H](NC(=O)NCCC1=CCCCC1)C(=O)O	0.0%	x	10%	x	-2%	x	14%
1.5	-2%	CC(=O)Nc1ccccc1/C=C/c1ccc2c(C)cc(C)c(O)c2n1	-5.1%	-1%	6%	-1.4%	-24%	7%	24%
x	0%	O=C(NCCc1ccc(F)cc1)NC12CC3CC(CC(C3)C1)C2	-4.2%	x	-114%	x	-136%	x	13%
1	1%	COc1ccc(CNC(=O)CCNS(=O)(=O)c2ccc(C)cc2)cc1	-1.5%	-8%	-6%	-5.3%	-2%	-4%	16%
1.1	2%	O=C(COC(=O)CNC(=O)c1ccc(Br)cc1)NCCC1=CCCCC1	-1.9%	1%	-7%	-9.1%	-46%	4%	34%
x	-10%	CC(=O)C(Cc1ccccc1)NC(=O)CN(C)Cc1ccccc1Cl (configuration not stated)	0.8%	x	-3%	x	-6%	x	10%
1.1	4%	O=C(Nc1nnc(-c2cccs2)o1)c1cc(-c2ccccc2)nc2ccccc12	-2.7%	-10%	15%	-4.9%	-6%	-15%	-23%
x	-15%	Cc1ccc(NS(=O)(=O)N2CCOCC2)cc1	-1.5%	x	11%	x	-9%	x	-3%
1	2%	Cc1ccc(N2C(N)=C(C#N)C(c3cc(CN4CCOCC4)cs3)C3=C2CC(C)(C)CC3=O)cc1 (configuration not stated)	-1.2%	30%	7%	-6.8%	-14%	-1%	4%
1.1	3%	Cc1[nH]nc(N=CC2=C(O)CC(c3ccco3)CC2=O)c1-c1ccc(Cl)cc1 (configuration not stated)	4.9%	-3%	20%	-3.5%	5%	10%	-15%
x	-5%	CC(C)c1ccc(N(CC(=O)NC2CCCCC2)C(=O)CNC(=O)c2ccco2)cc1	-0.9%	x	0%	x	-5%	x	-2%
x	-6%	Cc1ccc(C(=O)NCCNS(=O)(=O)c2ccccc2)cn1	-5.7%	x	12%	x	-16%	x	6%
1	-5%	CC(=O)C1=C(O)C(=O)N(CCCn2ccnc2)C1c1ccc(Cl)cc1 (configuration not stated)	x	x	14%	-7.8%	2%	x	-61%[20 µM]
1.1	-2%	COC(=O)c1c(-c2cccs2)csc1NC(=O)CN1CCOCC1	-2.9%	4%	0%	-3.3%	-27%	1%	19%
x	-7%	CS(=O)(=O)N1CCN=C1SCc1ccccc1	-4.2%	x	4%	x	3%	x	7%
x	-6%	Cc1ccccc1NC(=O)Cc1nnc(NC(=O)Nc2ccccc2F)s1	1.2%	x	8%	x	-4%	x	-2%
x	-6%	N#CC1(NC(=O)Cn2cc(C(F)(F)F)cc(Cl)c2=O)CCCCC1	1.4%	x	6%	x	-36%	x	-13%

# Part of the list above, with values under each structure:
# Below each SMILES: TNAP activation fold | LYP phosphatase | KOR beta-arrestin-2 | PMI inhibition | NOD2 inhibition | XIAP antagonists | NOD1 NF-kB reporter | PMI inhibitors | KOR beta-arrestin-1
O=S(=O)(Cc1ccccc1)Nc1ccc(S(=O)(=O)NCC2CCCO2)cc1 (configuration not stated)
→ 1.1 | -10% | -0.8% | 1% | 15% | -1.6% | -14% | 4% | 25%
COc1ccc(C2=NS(=O)(=O)N(C)C(C(=O)NC3CCCCC3)=C2)cc1
→ x | -9% | -4.1% | x | 0% | x | -24% | x | -46%[20 µM]
COc1cc(NC(=O)c2cc(C)no2)cc(OC)c1OC
→ x | -4% | -3.4% | x | 10% | x | 0% | x | -7%
NC(=O)CC1SC(N)=NC1=O (configuration not stated)
→ 1.1 | -12% | -2.3% | -7% | 14% | -0.2% | -1% | -5% | 16%

# Later entries.
TNAP activation fold	LYP phosphatase	SMILES	KOR beta-arrestin-2	PMI inhibition	NOD2 inhibition	XIAP antagonists	NOD1 NF-kB reporter	PMI inhibitors	KOR beta-arrestin-1
x	-5%	COc1ccc(N2CCN(S(=O)(=O)c3ccc4c(c3)N(C(C)=O)CCO4)CC2)cc1	-1.8%	x	16%	x	6%	x	-2%
1.1	2%	COc1cc(C(=O)NCc2ccc3[nH]c(C)cc3c2)cc(OC)c1OC	-1.3%	8%	-19%	-7.7%	-82%	3%	-3%
x	-8%	CCc1cccc(NC(=O)C2CCCN(S(=O)(=O)c3cccnc3)C2)c1 (configuration not stated)	-2.1%	x	11%	x	-1%	x	-14%
x	-16%	O=C(O)CCC(=O)Nc1sc2c(c1C(=O)NCc1ccccc1)CCCC2	-3.8%	x	15%	x	-5%	x	4%
x	-8%	O=C(CC(=O)Nc1ccc(Cl)cc1)N/N=C\c1cccc(F)c1	-0.6%	x	13%	x	29%	x	-1%
0.9	-4%	Cc1cc(Nc2ccccc2)nc(NCc2ccccc2)n1	12%	-4%	14%	-5.7%	53%	4%	-20%
1.3	10%	CCn1c2ccccc2c2cc(NC(=O)CN(C)CC(=O)Nc3ccc(N4CCOCC4)cc3)ccc21	-1.0%	12%	-14%	-0.2%	0%	10%	-30%
x	-10%	COc1ccc(OCC(=O)Nc2ccc(C(=O)Nc3ccccc3C(=O)O)cc2)cc1	21%	x	32%	x	3%	x	-8%
x	-8%	CC(C)(C)c1ccccc1OCC(=O)Nc1ccccc1C(=O)NCc1cccnc1	-0.4%	x	4%	x	-14%	x	-23%
1	-6%	CC(=O)N/N=C/c1c(C)[nH]n(-c2ccccc2)c1=O	-2.8%	8%	0%	-5.6%	-16%	34%	13%
1.1	-3%	c1cncc(CSc2nnc3ccc(-c4ccco4)nn23)c1	-5.3%	-11%	2%	1.0%	-37%	-18%	-13%
1	-1%	CC1Cc2ccccc2N1C(=O)CSc1nnc(-c2ccc(S(=O)(=O)N3CCCC3)cc2)o1 (configuration not stated)	0.6%	20%	0%	-4.2%	2%	18%	-26%
x	-7%	COc1cccc(NC(=O)c2ccccc2-c2ccccc2C(=O)O)c1	-0.6%	x	-1%	x	-10%	x	-32%[20 µM]

# Screens from PubChem BioAssay.

# These rows are one share of the data; count on the stated rates, not on these rows.
